Screening data (PubChem BioAssay)
PAFAH1B3 inh: PAFAH1B3 enzyme inhibitors, primary screen, biochemical, fluorescence polarization, human; Platelet-activating factor acetylhydrolase IB subunit alpha1 (Homo sapiens), Q15102; recombinant PAFAH1B3, FP-rhodamine probe; inhibition, % at 3.39 µM; actives 0.28% (n = 340,000);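 active = inhibition above the screen-wide average of all tested compounds plus 3 SD, cut at about 25% in these data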;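 note: 0% = enzyme with DMSO only and 100% = wells lacking PAFAH1B3 protein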
pPAFAH inh: pPAFAH enzyme inhibitors, primary screen, biochemical, fluorescence polarization, human | actives 1.5% (n = 330,000) | inhibition, % at 3.39 µM | recombinant pPAFAH, FP-rhodamine probe fluorescence polarization;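 active = inhibition above the mean inhibition across the screen plus 3 SD, cut at about 25% in these data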;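 note: inhibitors block binding of the rhodamine activity-based probe so polarization drops; 0% = enzyme with DMSO and 100% = wells lacking pPAFAH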
GSTO1 counter: inhibitors of recombinant GSTO1, primary screen, counter-screen for RBBP9 inhibitor project, biochemical, fluorescence polarization. Glutathione S-transferase omega-1 (Homo sapiens), P78417. activity-based probe fluorescence polarization. inhibition, % at 5.96 µM. actives 1.1% (n = 300,000). AID 1974, 2009;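 active = inhibition above the campaign mean inhibition plus 3 SD, cut at about 35% in these data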;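 note: 0% = GSTO1-1 with DMSO and 100% = wells lacking GSTO1-1 enzyme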
Target sequence (P78417 whole entry, looked up): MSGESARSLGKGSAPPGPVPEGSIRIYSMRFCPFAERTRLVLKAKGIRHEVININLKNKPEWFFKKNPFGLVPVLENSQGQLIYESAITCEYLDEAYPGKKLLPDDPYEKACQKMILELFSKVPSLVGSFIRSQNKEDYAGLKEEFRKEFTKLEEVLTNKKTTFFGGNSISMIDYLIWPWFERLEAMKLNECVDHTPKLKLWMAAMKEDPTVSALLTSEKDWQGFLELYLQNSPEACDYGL
PME-1 inh: PME-1 inhibitors via competitive probe labeling, primary screen, biochemical, fluorescence polarization, FP-Rh probe, HTS; Protein phosphatase methylesterase 1 (Homo sapiens), Q9Y570; recombinant PME-1; inhibition, % at 5.9 µM; actives 0.53% (n = 320,000); AID 2130, 2009;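 active = inhibition above the campaign mean of all compounds plus 3 SD, cut at about 26% in these data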;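 note: competitive labeling of PME-1 active site by serine hydrolase directed probe; 0% = PME-1 with DMSO and 100% = wells lacking PME-1 enzyme; inhibitors block probe labeling so polarization falls and inhibition rises; many of its hits are not listed in these tables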
Target sequence (Q9Y570 whole entry, looked up): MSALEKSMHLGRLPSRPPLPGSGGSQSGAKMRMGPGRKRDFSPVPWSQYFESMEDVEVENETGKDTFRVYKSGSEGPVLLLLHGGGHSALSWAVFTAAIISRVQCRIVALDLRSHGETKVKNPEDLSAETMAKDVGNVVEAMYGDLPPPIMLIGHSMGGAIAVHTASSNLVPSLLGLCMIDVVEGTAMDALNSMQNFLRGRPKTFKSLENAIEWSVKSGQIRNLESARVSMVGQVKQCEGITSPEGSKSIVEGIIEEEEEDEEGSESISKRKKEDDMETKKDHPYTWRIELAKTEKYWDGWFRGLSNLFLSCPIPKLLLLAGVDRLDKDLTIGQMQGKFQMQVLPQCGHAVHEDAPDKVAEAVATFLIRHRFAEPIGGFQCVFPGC
PAD4 FP inh: human PAD4 inhibitors, primary screen, biochemical, fluorescence polarization, 1536-well format; inhibition, % at 6.36 µM; recombinant PAD4, RCA probe fluorescence polarization; actives 0.41% (n = 330,000);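 active = percent inhibition above a cutoff equal to the mean of all tested compounds plus 3 SD, cut at about 15% in these data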;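 note: 0% = PAD4 with RCA probe and DMSO and 100% = probe without PAD4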
LYPLA2 inh: LYPLA2 inhibitors, primary screen, counter-screen for PME1 inhibitor project, biochemical, fluorescence polarization, FP-Rh probe ABPP; Acyl-protein thioesterase 2 (Homo sapiens), O95372; recombinant LYPLA2; inhibition, % at 5.9 µM; actives 0.38% (n = 320,000); AID 2177, 2009;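 active = inhibition above the screen-wide mean plus 3 SD, limit set per campaign, cut at about 26% in these data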;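 note: 0% = LYPLA2 with DMSO and 100% = wells lacking LYPLA2 enzyme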
Target sequence (O95372 whole entry, looked up): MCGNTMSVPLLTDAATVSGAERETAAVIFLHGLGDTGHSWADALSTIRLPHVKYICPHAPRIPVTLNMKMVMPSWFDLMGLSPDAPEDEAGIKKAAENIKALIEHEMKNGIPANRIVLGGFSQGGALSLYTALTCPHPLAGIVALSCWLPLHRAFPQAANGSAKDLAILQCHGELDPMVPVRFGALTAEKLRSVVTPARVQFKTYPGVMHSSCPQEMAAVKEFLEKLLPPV
PAFAH2 inh: PAFAH2 enzyme inhibitors, primary screen, biochemical, fluorescence polarization, human; inhibition, % at 3.39 µM; actives 0.99% (n = 340,000); recombinant PAFAH2, FP-rhodamine activity probe; Platelet-activating factor acetylhydrolase 2, cytoplasmic (Homo sapiens), Q99487;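 active = inhibition above the mean over all tested compounds plus 3 SD, cut at about 30% in these data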;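 note: inhibitors block probe labeling of enzyme so polarization drops; 0% = enzyme with DMSO and 100% = wells lacking PAFAH2 protein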
LYPLA1 inh: LYPLA1 inhibitors, primary screen, counter-screen for PME1 inhibitor project, biochemical, fluorescence polarization, FP-Rh probe ABPP | inhibition, % at 5.9 µM | actives 0.16% (n = 320,000) | recombinant LYPLA1;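 active = inhibition above the mean of all tested compounds plus 3 SD, set per campaign, cut at about 14% in these data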;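 note: inhibitors block serine hydrolase probe labeling of LYPLA1 so polarization falls; 0% = enzyme with DMSO and 100% = wells lacking LYPLA1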
PAFAH1B2 FP inh: PAFAH1B2 enzyme inhibitors, primary screen, biochemical, fluorescence polarization, human; inhibition, % at 3.39 µM; recombinant PAFAH1B2, FP-rhodamine activity probe; actives 1.2% (n = 340,000); Platelet-activating factor acetylhydrolase IB subunit alpha2 (Homo sapiens), P68402;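 active = inhibition above the mean of all tested compounds plus 3 SD, cut at about 24% in these data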;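 note: 0% = enzyme with DMSO and 100% = wells lacking PAFAH1B2; many of its hits are not listed in these tables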
Numbers without * were called inactive; x = no result given. Not all compounds are listed, so the mix of outcomes need not match the whole.

SMILES	PAFAH1B3 inh	pPAFAH inh	GSTO1 counter	PME-1 inh	PAD4 FP inh	LYPLA2 inh	PAFAH2 inh	LYPLA1 inh	PAFAH1B2 FP inh
Cc1ccc2nc3c(cc2c1)c(NC(=O)C1CCCO1)nn3CC(C)C (stereo not given)	8.8	6.4	0.5	-1.1	2.8	-2.9	2.9	-2.2	0.0
Cc1cccc(C)c1OCCNC(=O)OCc1ccccc1	5.8	2.9	11.8	1.2	3.8	0.4	-0.8	-2.9	11.4
Cc1ccccc1N1C(=O)c2cccc3c(N(C)CCO)ccc(c23)C1=O	11.4	-3.5	5.4	-0.8	4.3	-6.7	2.9	-4.4	4.5
Cc1cc(NC(=O)c2cc3cccc([N+](=O)[O-])c3[nH]2)ccc1F	10.1	18.7	-19.7	-6.2	-3.8	-6.9	-2.2	-22.4	12.5
CCOc1cccc(CNCCCSc2ncccn2)c1	3.9	-1.7	0.7	-2.4	-1.0	-1.6	-7.2	-4.0	-2.0
COc1ccc(N2CCN(c3ncnc4scc(-c5ccc(C)cc5)c34)CC2)cc1	6.8	3.6	-9.0	1.9	-0.1	-4.4	-5.5	0.1	3.3
O=C(NC1CC2CCCC(C1)N2C(=O)Nc1ccccc1)C1CC1 (stereo not given)	4.8	5.0	0.9	-3.8	0.2	3.4	-8.6	1.9	-3.8
CCCCn1c(=O)[nH]c(=O)c2c1nc(COC(=O)c1c(C)noc1C)n2CCC	0.5	4.2	1.2	-2.4	1.0	2.8	1.2	2.7	0.8
CC1(C)C[C@@H](O)[C@]2(C)CC[C@]3(C)C(=CCC4[C@@]5(C)CC[C@H](O)[C@](C)(CO)C5CC[C@]43C)[C@@H]2C1 (stereo not given in full)	3.7	4.6	x	x	-5.7	x	6.0	x	1.1
COc1cc2nc(N(C)CCCNC(=O)C3CCCO3)nc(N)c2cc1OC (stereo not given)	x	-0.1	7.7	0.4	-0.2	1.2	x	6.0	x
CCc1ccc(/C=C/C(=O)c2c(C)cc(C)[nH]c2=O)cc1	6.6	-1.4	-4.6	3.4	-1.4	0.9	-0.9	-2.0	5.4
CSC1=NC2(CCCCC2)CC12C=CC(=O)C=C2	12.4	0.7	19.7	2.5	-1.5	-0.9	2.1	1.3	7.8
O=C(Nc1cccc(S(=O)(=O)N2CCOCC2)c1)c1cc([N+](=O)[O-])ccc1N1CCOCC1	5.1	1.2	-3.9	4.0	2.9	2.4	4.8	0.6	4.1
Cc1onc(-c2c(Cl)cccc2Cl)c1C(=O)c1c[nH]c(C(=O)NC2CC2)c1	4.7	5.0	20.9	1.7	-3.0	10.5	-5.5	3.0	5.0
Cc1ccc(Cl)cc1NC(=O)CN1CCOCC1	0.6	1.3	-3.2	3.0	2.8	5.2	4.7	1.8	4.9
COCCn1c(SCc2cnc(-c3ccccc3)s2)nnc1-c1ccncc1	3.5	0.4	5.4	1.9	-3.2	10.8	4.9	4.0	5.3
CN(C(=O)C(Cl)Cl)c1ccc(OC(=O)c2ccco2)cc1	-0.7	0.7	5.9	3.8	-3.3	3.1	2.4	-0.5	3.4
CC1(C)Cc2c(c(-c3ccccc3)[nH]c(=O)c2C#N)CS1	1.8	-3.6	-2.4	-4.7	0.7	-1.8	-1.6	-2.8	3.8
O=C(CN1C(=O)NC2(CCCC2)C1=O)N1CCN(S(=O)(=O)c2cc(Cl)ccc2Cl)CC1	9.1	1.1	x	1.9	1.3	1.5	-4.5	-1.6	8.4
COc1cccc(Nc2ncnc3sc(C)cc23)c1	8.6	-7.5	1.0	-4.2	-13.9	-8.5	1.7	-8.0	4.4
CCOc1cc(C(=S)N2CCOCC2)ccc1OC(=O)c1ccc(C)cc1	2.1	-1.0	4.8	-3.7	-2.3	0.3	-2.1	-2.1	0.7
C/C(=N\NC(=O)c1ccccc1O)C1CC1	5.6	1.7	19.9	-4.3	4.1	-2.0	13.5	3.8	3.6
O=[N+]([O-])c1ccc(N2CCOCC2)cc1NCCCO	-3.2	3.4	-4.3	1.3	-3.3	7.0	-0.9	1.2	-1.3
CC(C)C(=O)N1CCN(c2ccccc2NC(=S)NC(=O)c2ccco2)CC1	-1.9	-7.2	5.9	-0.3	-10.5	-6.0	3.1	-3.6	0.2
COc1cccc(CNS(=O)(=O)c2c(C)[nH]c(C)c2C(=O)N2CCCC2)c1	8.5	-2.1	4.2	-2.6	-0.1	1.2	-4.8	0.7	1.9
O=C(NCC(=O)N(Cc1ccco1)C(C(=O)NC1CCCCC1)c1cccnc1)c1ccco1 (stereo not given)	-2.9	-1.1	2.1	-2.9	3.0	8.5	-2.0	1.1	6.4
CC1CCCN(CCCOc2ccc(Cl)cc2Br)C1 (stereo not given)	4.6	3.5	-1.1	-0.6	4.7	2.5	9.3	-1.7	1.9
COc1ccc(Cl)cc1NC(=S)N1CCN(c2ccccn2)CC1	-1.9	3.4	7.9	1.4	1.0	5.5	5.1	3.4	4.2
CCOC(=O)c1sc(NC(=O)CC(C)c2ccccc2)nc1C (stereo not given)	0.4	3.2	-0.9	-7.5	5.0	1.0	0.9	-3.7	0.2
Cc1ccc(C(CCN(Cc2ccccc2)C(=O)c2ccco2)c2ccco2)cc1 (stereo not given)	0.8	30.2*	1.8	-14.3	2.3	-1.9	14.6	-1.2	-4.2
CCOC(=O)N1CCN(C(=O)/C(=C/c2ccc(Br)cc2)NC(=O)c2ccc(OC)cc2)CC1	7.1	-2.5	-1.7	-0.3	-2.9	5.2	0.6	0.5	-1.2
CCn1c(SCC(=O)Nc2ccccc2F)nnc1-c1ccoc1C	7.7	2.4	-1.4	-6.6	-2.0	1.2	-5.7	-1.8	2.6
CCN(CC)CCNC(=O)C(=O)Nc1cc2c3c(c1)CCC(=O)N3CCC2	1.1	1.4	0.8	3.2	-2.1	3.5	-0.9	-1.9	1.1
Cc1cccc(NC(=S)NNC(=O)c2csc(C)c2)c1	-5.6	6.0	3.9	-5.7	2.1	-0.9	-1.3	-5.1	2.0
CCOC(=O)C(Cc1ccc(NC(=O)/C(=C/c2ccc(OC(C)=O)cc2)NC(C)=O)cc1)N1C(=O)c2ccccc2C1=O (stereo not given)	4.7	5.0	-2.7	-7.6	-3.7	-2.5	-7.9	-2.4	2.4
c1ccc(-c2cnc(CSc3nnc4ccccn34)o2)cc1	-3.4	4.4	5.5	-1.1	-5.5	-1.6	4.1	-2.9	5.7
COc1cc(C2Nc3cc(Cl)c(S(N)(=O)=O)cc3S(=O)(=O)N2)cc(OC)c1OC (stereo not given)	9.0	0.5	3.0	-3.9	-2.5	-0.9	6.4	-0.6	1.7
O=C(COC(=O)c1cccc(S(=O)(=O)N2CCN(c3ccccc3)CC2)c1)NCc1ccco1	9.4	25.6*	5.3	7.4	4.1	-2.7	14.6	-4.3	5.3
Cc1ccc(CNCC(O)(c2ccc(F)cc2)c2ccc(F)cc2)cc1	2.7	0.1	4.7	3.5	-1.8	1.6	-4.0	0.9	9.3
CCC(CC)C(=O)Nc1nnc(S(=O)(=O)N2CCCc3ccccc32)s1	2.2	7.2	-15.4	-2.0	-1.7	-0.5	0.8	-2.9	2.5
N#Cc1cccc(S(=O)(=O)N2CCN(c3ccnc4cc(Cl)ccc34)CC2)c1	3.3	-0.3	-6.4	5.0	1.1	4.7	5.0	-1.6	0.8
COc1ccc(C2(O)CN(c3ccc(C)cc3)C3=[N+]2CCCC3)cc1 (stereo not given)	-1.3	11.9	1.7	-5.3	-1.9	7.9	-4.3	3.1	-3.6
CC1CC2(CCCCC2)Nc2ccc3ccccc3c21 (stereo not given)	-8.3	18.5	7.3	-2.3	-10.0	5.0	6.3	0.4	6.6
CC(C)NC(=O)CSc1nnc(COc2ccccc2Cl)o1	2.1	4.0	1.7	5.9	-1.8	1.6	-5.8	-0.4	4.1
Cc1occc1-c1nnc(SCC(=O)c2ccc(Cl)cc2)n1CC1CCCO1 (stereo not given)	6.2	5.8	8.2	-1.2	-0.5	2.0	-0.8	1.3	8.0
CC(=O)c1ccc(-c2ccc(C(=O)NCC3CCCO3)o2)cc1 (stereo not given)	13.1	0.2	12.7	-1.2	1.7	-6.5	4.2	-4.7	6.6
O=C(Cc1ccc(F)cc1)NCCc1ccccc1	5.7	0.7	4.5	4.7	0.2	2.5	-0.7	1.9	5.2
COc1cc(-c2cc(C(=O)N(C)Cc3ccccc3)c3ccccc3n2)cc(OC)c1OC	-5.4	1.4	2.4	1.7	0.7	2.9	-1.6	-1.4	3.5
Cn1ncc([N+](=O)[O-])c1C(=O)NCc1ccccc1	3.8	-2.5	-13.2	-4.6	4.0	-6.0	8.4	1.2	7.0
COc1cccc(NC(=O)c2cccc(S(=O)(=O)N3CCN(Cc4ccccc4)CC3)c2)c1	-1.8	-12.0	-40.0	-43.8	1.2	-48.6	-10.8	-35.6	-5.8
O=C(COC(=O)c1cccc([N+](=O)[O-])c1)NCc1cccs1	0.7	10.2	1.1	2.4	6.3	4.8	4.7	-2.2	3.0
Cc1ccccc1C(=O)N1CCN(S(=O)(=O)c2ccccc2)CC1	2.6	1.8	1.7	-2.4	-3.2	-2.2	1.6	-4.4	3.3
COc1ccccc1CN1CCNC(=O)C1CC(=O)NCCc1cnccn1 (stereo not given)	6.5	-3.9	-7.7	-3.7	-1.7	-7.9	-6.4	1.2	-0.1
CCCCc1cc(=O)oc2cc(C)cc(OCC(=O)N3CCC(C(N)=O)CC3)c12	5.4	0.4	-3.4	2.1	-1.8	2.4	5.7	-1.1	3.0
CC(=O)N1CCCc2cc(S(=O)(=O)N3CCC(C)CC3)ccc21	10.5	2.6	-4.1	-7.2	1.7	4.0	5.2	3.3	9.3
Cc1ccccc1NC(=O)NCc1ccco1	-2.8	0.2	5.6	0.7	2.4	-6.8	-2.4	-1.1	6.1
O=C1OCCN1S(=O)(=O)Nc1ccccc1	5.4	3.9	-4.1	-3.1	-3.1	-8.5	12.1	-0.2	1.9
COc1ccc(NC(=S)Nc2cc(-c3ccccc3)[nH]n2)cc1Cl	-9.5	-8.1	-16.8	-36.6	-3.8	-40.8	-25.9	-25.4	-5.6
